# Screening results from PubChem.
# IkB signaling: IkB Signaling; AID 445, 2006; 110,000 tested, 0.04% active; Potency, µM (titrated, usually from 57.1 µM), inactives show top-dose IkBa stabilization activation; ABC-DLBCL IkBa-CBG/CBR dual luciferase ratio, 4 h; response scale: scaled: untreated 0%, proteasome inhibitor 100%; active means well fitted curve in the direction sought with a large enough effect in the signal ratio, not every such curve was filed as active; inconclusive means small, poorly fitted or top-dose-only effect, or a change in a side signal; the % refers to the signal ratio;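 further: the direction sought is a rising ratio; 0% = basal untreated cells and 100% = reference inhibitor full response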
#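 Curves were fitted separately to fusion (green), unfused (red) and ratio luminescence, then classed by r2, magnitude and activity. Cells: OCI-Ly3, 4 h compound plus doxycycline at 37C; 10 uM MG-132 defined full response.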
# p53ts 39C tox: qHTS Screen for Compounds that Selectively Target Cancer Cells with p53 Mutations: Cytotoxicity of p53ts Cells at the Nonpermissive Temperature; H1299-p53A138V viability at 39C, ATP luminescence, 24 h; Potency, µM (titrated, usually from 46.1 µM), inactives show top-dose activity change, negative = cell killing, most hits filed as cytotoxic; 130,000 tested, 1.5% active; further: nearly all actives have a fitted effect of over 55% in size
# Imprint erasure: qHTS Assay for Compounds that Induce Erasure of Genomic Imprints; mouse ES Peg3-LacZ reporter, beta-gal luminescence, 40 h; Potency, µM (titrated, usually from 60.7 µM), for inactives: top-dose activity change, positive = activation, most hits filed as activators; 110,000 tested, 0.02% active;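 further: 0% = negative control wells on the plate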
#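 Each well holds 300 Peg3LacZ-Neo (maternal) female ES cells incubated 40 h at 37C, 5% CO2. LacZ is measured by BetaGlo luminescence, with AC50 and maximum efficacy derived from dose-response curves.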
# p53ts 32C tox: qHTS Screen for Compounds that Selectively Target Cancer Cells with p53 Mutations: Cytotoxicity of p53ts Cells at the Permissive Temperature. H1299-p53A138V at 32C, ATP luminescence viability, 24 h. Potency, µM (doses to about 46.1 µM), inactives show top-dose activity change, negative = cytotoxicity, hits mostly cytotoxic. 130,000 tested, 0.93% active. AID 924, 2007;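 further: 0% = DMSO and -100% = full killing by reference compound; nearly all actives have a fitted effect of over 55% in size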
#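 H1299-p53 A138V cells (temperature-sensitive p53) exposed 24 h to up to 46 uM compound at 32C, where p53 is wild-type in conformation. Viability read as ATP luminescence and normalised to DMSO and 100 uM tamoxifen. AC50 fitted with the Hill equation.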
# * = called active by the depositor; ? = inconclusive; · = not tested or not shown; [ ] = remark or other dose. Unless noted, the call rests on the fitted dose curve; in most records, active means well fitted curve in the direction sought with a large enough effect; inconclusive means small, poorly fitted or top-dose-only effect, or another doubt; inactive means no such curve, though single readings can be large; an effect the other way counts as inactive or inconclusive. Unless noted, on the % scale 0 is the no-effect control and ±100 the full control effect; potency means the concentration at half of the fitted maximal effect.
Compound | IkB signaling | p53ts 39C tox | Imprint erasure | p53ts 32C tox
CO[C@H]1COC(=O)[C@H](C)NC(=O)C/C=C\[C@@H](C)[C@@H](NS(=O)(=O)c2ccc(C)cc2)COC(=O)[C@H](OCc2ccccc2)/C=C\[C@@H]1C | · | 11%[9.22 µM] | · | 11%[9.22 µM]
Cc1ccc(NC(=O)c2oc3ccc(S(=O)(=O)N4CCC5(CC4)OCCO5)cc3c2C)cc1Cl | ? | 35%[activator] | -9%[10.9 µM] | 2%
COc1ccc(C2C=C(c3ccccc3)Nc3nc(NC(C)=O)nn32)cc1 (centres undefined) | 1.4% | 3% | 3%[10.9 µM] | -4%
COc1ccc(OC)c(-c2cc(C(=O)Nc3cnn(Cc4ccc(Cl)cc4Cl)c3)no2)c1 | ? | 4µM* | -12%[10.9 µM] | ?
O=C1N(Cc2cccc(C(F)(F)F)c2)c2ccccc2S(=O)(=O)N1c1cccc(Cl)c1 | ? | -20% | -9%[10.9 µM] | 7%
Cc1ccc2oc(=O)n(CCNC(=O)Nc3ccccc3C)c2c1 | 2.5% | 11% | -5%[10.9 µM] | 4%
COc1ccc2oc(=O)c(-c3cn4c(n3)sc3cc(OC)ccc34)cc2c1 | ? | -6% | 11%[10.9 µM] | -7%
Cc1ccccc1CS(=O)(=O)CCC(=O)NCCCN1CCN(c2ccccc2F)CC1 | 0.4% | -13% | -27% | -5%
O=C(CCCn1c(=O)c2ccccc2n(CC(=O)NCc2ccco2)c1=O)NCc1ccco1 | 1.6% | 0% | -10% | -11%
CC(=O)N1CCN(S(=O)(=O)c2ccc(C)cc2)C1c1ccc(N(C)C)cc1 (centres undefined) | 1.0% | -13% | -11% | -4%
Cn1c(N2CCN(C(=O)Nc3ccc(C(F)(F)F)cc3)CC2)nc2ccccc21 | 2.5% | -10% | -8% | -13%
COc1ccccc1NC(=O)N(Cc1ccc2c(c1)OCO2)Cc1nc2ccccc2c(=O)[nH]1 | 5.1% | -9% | 6% | 2%
CC(C)c1ccc(N2CC(C(=O)Nc3nccs3)CC2=O)cc1 (centres undefined) | 1.7% | 0% | -5% | -12%
CC(C)c1ccc(OCC(=O)NCCS(=O)(=O)N2CCN(c3ccc(F)cc3)CC2)cc1 | 4.5% | -14% | -12%[10.9 µM] | 3%
CC(C)c1cnc2c(c1SCc1cccc(C(F)(F)F)c1)c(=O)n(C)c(=O)n2C | -0.3% | 2% | -10%[10.9 µM] | -2%
O=C(NCC1CCCO1)C(C(=O)c1ccccc1)n1cc(Cl)ccc1=O (centres undefined) | 0.9% | 5% | 14% | -1%
Cc1ccc(-c2nn(-c3ccc(F)cc3)c3c2cnc2cc(F)c(F)cc23)cc1 | -3.6% | 8% | -14%[10.9 µM] | 7%
CCC(C)NC(=O)/C=C1\Sc2ccccc2NC1=O (centres undefined) | · | -19% | · | -26%
CCn1c(SCC(=O)Nc2ccc(C(=O)OC)cc2)nnc1-c1cccs1 | -1.1% | -15% | -13% | -1%
CCOc1cc(C)c(C(C)C)cc1S(=O)(=O)NCc1ccccn1 | -2.8% | 4% | -10% | 4%
CCOC(=O)Nc1ccc(OC)cc1S(=O)(=O)N1CCCCC1 | 0.2% | -2% | -7% | 7%
CCC(=O)N1c2ccccc2CC1C(=O)NCc1ccc(OC(C)C)cc1 (centres undefined) | 0.9% | -20% | 8%[10.9 µM] | 1%
Cn1c(=O)n(CCc2ccccc2)c(=O)c2c1nc1n2CCN1c1ccc(Cl)cc1 | ? | 13% | -11%[10.9 µM] | -2%
O=C(CSc1nc2ccccc2[nH]1)c1cccs1 | ? | -19% | -57%[inhibitor] | -25%
O=C(NCCN1CCCCC1)c1ccc(Cn2c(SCc3cccc(F)c3)nc3cccnc32)cc1 | -0.3% | ? | -17%[10.9 µM] | -10%
CCSc1nc(-c2cccs2)nc2c1c(=O)n(C)c(=O)n2C | -0.4% | 34%[activator] | -11% | -11%
O=C(CN1CCCCCC1)Nc1ccc(F)c(F)c1F | 3.1% | 3% | -9% | 6%
CC(=O)CCS(=O)(=O)c1ccc(Oc2ccc(S(=O)(=O)CCC(C)=O)cc2)cc1 | · | -2% | · | 3%
Cc1ccc(CCN2CC(C(=O)NCCCN3CCN(C)CC3)CC2=O)cc1 (centres undefined) | -1.9% | 12% | 1% | 17%
Cc1ccc(CNn2cnnc2SCc2ccc(F)cc2)cc1 | · | -10% | · | 12%
COc1ccccc1N1CCN(c2ncnc3c2cnn3-c2ccc(C)cc2)CC1 | ? | -23% | -13%[10.9 µM] | 1%
Cc1ccc(C)c(S(=O)(=O)c2nnn3c2nc(NC(C)C)c2sccc23)c1 | -0.6% | -25% | -12%[10.9 µM] | -1%
Cc1nc2nc(CSc3nc4ccccc4s3)cc(=O)n2[nH]1 | 0.2% | -1% | -32%[inhibitor] | -2%
Cc1ccc(NC(=O)CCS(=O)(=O)c2cc(Br)cc3c2N(C(=O)C2CC2)CC3)cc1 | 5.3% | 10% | 8%[10.9 µM] | 5%
Cc1cnc(CNc2nc(-c3cccnc3)nc3ccccc23)cn1 | -0.4%[11.4 µM] | 14% | -12% | 3%
COc1ccccc1Nc1c2c(nc3ccc(NC(=O)c4ccc(N(C)C)cc4)cc13)CCCC2 | ? | 0% | -31%[inhibitor][10.9 µM] | 7%
CC(C)CCOc1cccc(C2c3c(oc4ccccc4c3=O)C(=O)N2CCCN2CCOCC2)c1 (centres undefined) | 1.6% | -2% | -14% | 1%
Cc1ccc(Sc2c(C)nn(C(=O)COc3ccccc3)c2C)cc1 | ? | -8% | -10%[10.9 µM] | 20%
CCOC(=O)c1cccc(NC(=O)CCS(=O)(=O)c2cccs2)c1 | -1.0% | 4% | -16% | 1%
O=C1CCC(C(=O)OCC(=O)C23CC4CC(CC(C4)C2)C3)N1 (centres undefined) | 0.6% | -9% | -9% | 2%
COc1ccc(NC(=O)Cn2c(=O)oc3ccccc32)cc1 | -0.5% | 19% | -18%[10.9 µM] | 14%
CC(C)COC(=O)/C(C#N)=C\c1ccc(-c2ccccc2Cl)o1 | 2.8% | 18% | -14%[10.9 µM] | 12%
COc1ccc(CCNC(=O)CCn2c(=O)[nH]c3cc(OC)c(OC)cc3c2=O)cc1OC | -2.0% | 8% | -6% | 1%
CCOc1ccc(CN2CCC(C(=O)N3CCN(c4ccccc4F)CC3)CC2)cc1OC | 1.1% | 0% | -9% | -3%
CC(=O)O[C@H]1C2=CO[C@H](C)[C@H]3[C@H]4C5=C([C@H](O)[C@H]6O[C@@H]6C5=O)[C@H](O[C@H]4C)[C@@]23C(=O)[C@H]2O[C@@H]21 | · | -5%[9.22 µM] | · | 3%[9.22 µM]
CCCCOc1ccc(C(=O)N(Cc2ccc(N(C)C)cc2)Cc2ccco2)cc1 | ? | 12% | -11%[10.9 µM] | 28%
CC(=O)N1[C@H](C)C=C[C@]1(Cc1ccccc1)C(=O)NCCc1c[nH]c2ccccc12 | · | 10% | -6% | 8%
Cc1nnc2sc(-c3ccccn3)nn12 | 4.6% | 5% | -2% | -2%
CCOC(=O)c1cccc(NC(=O)c2cc3ccccn3n2)c1 | ? | 13µM* | -17%[10.9 µM] | 10µM*
CC(NC(=O)COC(=O)CCNC(=O)c1ccco1)C12CC3CC(CC(C3)C1)C2 (centres undefined) | -0.3% | -8% | -9% | -6%
CCOC(=O)N1CCc2c(sc3c2c(=O)n(-c2ccc(Cl)cc2)c(=O)n3CC(=O)c2ccc(F)cc2)C1 | -0.8% | -7% | -4%[10.9 µM] | -1%
Cc1cccc(Cn2c(=O)n(CCC(=O)NCc3ccc4c(c3)OCO4)c(=O)c3sccc32)c1 | 4.9% | 13% | 10%[10.9 µM] | 7%
COc1ccccc1NC(=O)Cn1c(=O)n(Cc2ccccc2)c(=O)c2c1c1cc(C)ccc1n2C | -0.2% | -16% | -5%[10.9 µM] | 3%
CCOC(=O)c1cc(-c2ccccc2)n(CCCC(=O)Nc2cc(C)ccc2OC)c1C | -1.5% | 23% | -18%[10.9 µM] | 9%
Cc1ccc(CSC2=Nc3ccccc3C3=NC(CCC(=O)NC4CCCCC4)C(=O)N23)cc1 (centres undefined) | -1.3% | -25% | 18%[10.9 µM] | 7%
CCC1CCCCN1S(=O)(=O)c1ccc(C(=O)Nc2sc3c(c2C(=O)NC)CCC3)cc1 (centres undefined) | ? | -13% | -9%[10.9 µM] | -1%
Cn1c(-c2cccc(Br)c2)cnc1NCc1cccc(F)c1 | -0.7% | ? | -23%[10.9 µM] | -2%
O=C(O)CCn1ccnc1-c1ccccc1 | -0.2% | -3% | 14% | 0%
CCn1c(-c2ccc(C(C)(C)C)cc2)n[nH]c1=S | 3.2% | -11% | -13% | -2%
NC(=O)c1ccc(-n2nnnc2SCc2ccc(F)cc2)cc1 | ? | 12% | -4% | 7%

# Filtered by structure: those above containing an NH in an aromatic ring.
Compound | IkB signaling | p53ts 39C tox | Imprint erasure | p53ts 32C tox
COc1ccccc1NC(=O)N(Cc1ccc2c(c1)OCO2)Cc1nc2ccccc2c(=O)[nH]1 | 5.1% | -9% | 6% | 2%
O=C(CSc1nc2ccccc2[nH]1)c1cccs1 | ? | -19% | -57%[inhibitor] | -25%
Cc1nc2nc(CSc3nc4ccccc4s3)cc(=O)n2[nH]1 | 0.2% | -1% | -32%[inhibitor] | -2%
COc1ccc(CCNC(=O)CCn2c(=O)[nH]c3cc(OC)c(OC)cc3c2=O)cc1OC | -2.0% | 8% | -6% | 1%
CC(=O)N1[C@H](C)C=C[C@]1(Cc1ccccc1)C(=O)NCCc1c[nH]c2ccccc12 | · | 10% | -6% | 8%
CCn1c(-c2ccc(C(C)(C)C)cc2)n[nH]c1=S | 3.2% | -11% | -13% | -2%

# (next part)
Compound | IkB signaling | p53ts 39C tox | Imprint erasure | p53ts 32C tox
CCn1c(=O)cc(OCC(=O)N2CCCCCC2)c2ccccc21 | 6.3% | -13% | -14% | -6%
CCOC(=O)Cc1csc(NC(=O)C(C)(C)C)n1 | -3.0% | 3% | -7% | -5%
Cc1cc(C)nc(SCc2nnc(SCC(=O)NCc3ccco3)n2-c2ccccc2)n1 | 3.2% | -5% | 4% | 11%
Cc1nc(N2CCC(C)CC2)c2c(C)c(C(=O)O)sc2n1 | -0.9% | -6% | -9% | -8%
CC1CCCCN1C(=O)c1cc2nc(-c3ccccc3)cc(-c3ccccc3)n2n1 (centres undefined) | · | -4% | · | 12%
COc1ccc(NC(=O)N2CC3(CCN(C(=O)c4csnn4)CC3)C2)cc1 | 1.3%[11.4 µM] | 5% | · | -2%
O=C(Cn1c(=S)nc2ccccn21)N1CCc2ccccc2C1 | -0.1% | 10% | -8% | -2%
COCCCn1c(SCC(=O)NCc2ccccc2)nc2c(sc3ccccc32)c1=O | -3.9% | 4% | 4%[10.9 µM] | 0%
COc1cccc(NC(=O)Cc2c(O)c3ccccc3[nH]c2=O)c1 | 8.1% | -2% | -3% | 9%
Clc1ccccc1OCc1nc(-c2ccncc2)no1 | -1.0% | -3% | -17% | -18%
COc1cccc2cc(C(=O)OC3CCN(C)CC3)c(=O)oc12 | -1.1% | 7% | -17% | -1%
O=C(CSc1nc(Nc2ccc(F)c(F)c2)c2ccccc2n1)c1ccc(Cl)cc1 | ? | -19% | -13%[10.9 µM] | -11%
CCN(CC)S(=O)(=O)c1ccc2c(c1)c(=O)c(C(=O)N1CCN(c3cccc(Cl)c3)CC1)cn2C | ? | 26% | -11%[10.9 µM] | -3%
CCCc1cc(=O)n2[nH]c(C)cc2n1 | 0.8% | 0% | 11% | 0%
Cc1ccc(CCNC(=O)C2CCCN(S(=O)(=O)c3c(C)noc3C)C2)cc1 (centres undefined) | 2.2% | 5% | -11% | 4%
CSc1ccccc1NC(=O)c1ccoc1C | 8.7% | ? | -22% | ?
O=C(CNC(=O)c1ccco1)OCN1C(=O)c2ccccc2C1=O | -0.6% | -4% | 7% | -4%
COC(=O)CNc1nc(C2CC2)nc2c1nnn2Cc1ccccc1Cl | 0.3% | -15% | -8% | -11%
COc1ccc(-c2noc(CN(C(=O)c3c(-c4ccccc4Cl)noc3C)C(C)C)n2)cc1 | ? | 13% | -13% | 11%
COc1ccc(C2CC(=O)c3cnc(NC(=O)c4cc(OC)cc(OC)c4)nc3C2)cc1 (centres undefined) | ? | -10% | -59%[inhibitor] | 9%

# The order is random (roughly 1.8% active in at least one column).
